# Screening data from PubChem BioAssay.
# PDI turbidity – blocks human protein disulfide isomerase activity; P07237; PDI insulin aggregation turbidity, A650, 90 min; inhibition, % at 10 µM; 350,000 compounds, 0.052% hits; AID 588391;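 active means mean inhibition across replicates of 30% or more, whatever share of single replicates reach that level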;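 further: absorbance from insulin aggregation driven by PDI reduction with DTT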
# Target sequence (P07237 whole entry, looked up): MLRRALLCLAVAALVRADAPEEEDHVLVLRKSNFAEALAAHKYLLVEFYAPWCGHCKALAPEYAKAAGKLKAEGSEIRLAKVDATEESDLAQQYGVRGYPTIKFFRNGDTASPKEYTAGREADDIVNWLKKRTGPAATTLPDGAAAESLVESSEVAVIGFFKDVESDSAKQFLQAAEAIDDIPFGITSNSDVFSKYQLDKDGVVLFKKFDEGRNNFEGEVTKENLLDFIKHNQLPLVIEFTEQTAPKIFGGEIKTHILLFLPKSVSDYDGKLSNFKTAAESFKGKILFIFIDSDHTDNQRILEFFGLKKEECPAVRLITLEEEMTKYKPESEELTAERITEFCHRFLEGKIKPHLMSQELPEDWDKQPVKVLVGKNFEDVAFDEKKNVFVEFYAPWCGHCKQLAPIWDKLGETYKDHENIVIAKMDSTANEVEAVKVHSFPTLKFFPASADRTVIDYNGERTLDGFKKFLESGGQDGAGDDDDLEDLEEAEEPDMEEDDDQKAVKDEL
# Cardio protect – protects H9c2 cardiomyocytes from peroxide injury. H2O2 injury protection, ATPLite, 2 h. protection from H2O2 cell death, % at 20 µM. 360,000 compounds, 0.63% hits. AID 588492;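 active means compounds giving at least 50% protection of heart cells from peroxide-induced death in the single-dose screen, raw or plate-pattern-corrected value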;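 further: 0% = DMSO wells with peroxide and 100% = DMSO wells without peroxide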
# Peg3 promoter – reduces Peg3 promoter-driven luciferase expression in HeLa. HeLa PEG-Prom luciferase reporter, luminescence, overnight. inhibition, % at 20 µM. 360,000 compounds, 1.7% hits. AID 588405;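 active means inhibition of at least 50% at 20 µM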
# NR2E3 ag-1 – activates human photoreceptor nuclear receptor NR2E3; Q9Y5X4; GST-NR2E3/biotin-RetCOR TR-FRET, 1536-well; inhibition of corepressor binding, % at 4.78 µM; 320,000 compounds, 0.12% hits; AID 2300;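 active means percent inhibition above the cutoff of mean plus 3 SD of all tested compounds, set per screening campaign, cut at about 20% in these data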;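 further: 0% = DMSO wells and 100% = biotin wells as full block of FRET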
#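 System: GST-tagged NR2E3 plus biotinylated RetCOR corepressor; Amount: 1.35 nM GST-tagged NR2E3 final; Dosing: single nominal compound dose of 4.8 µM; Schedule: 5 h incubation at 4 °C; Technique: TR-FRET with europium anti-GST and streptavidin-D2, 340 nm excitation; Controls: biotin wells as high control, 0.6% DMSO wells as low control.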
# m5-HT2A agonist – mouse HTR2A agonism via beta-arrestin recruitment. P35363. CHO-K1 mHTR2A beta-arrestin complementation, luminescence; percent of 30 µM serotonin response. activation, % at 7.6 µM. 360,000 compounds, 0.66% hits. AID 624169;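 active means activation above a run cutoff, the mean activation of all tested compounds plus 3 SD, cut at about 14% in these data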;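 further: 0% = plate median of compound wells and 100% = 30 µM serotonin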
# Target sequence (P35363 whole entry, looked up): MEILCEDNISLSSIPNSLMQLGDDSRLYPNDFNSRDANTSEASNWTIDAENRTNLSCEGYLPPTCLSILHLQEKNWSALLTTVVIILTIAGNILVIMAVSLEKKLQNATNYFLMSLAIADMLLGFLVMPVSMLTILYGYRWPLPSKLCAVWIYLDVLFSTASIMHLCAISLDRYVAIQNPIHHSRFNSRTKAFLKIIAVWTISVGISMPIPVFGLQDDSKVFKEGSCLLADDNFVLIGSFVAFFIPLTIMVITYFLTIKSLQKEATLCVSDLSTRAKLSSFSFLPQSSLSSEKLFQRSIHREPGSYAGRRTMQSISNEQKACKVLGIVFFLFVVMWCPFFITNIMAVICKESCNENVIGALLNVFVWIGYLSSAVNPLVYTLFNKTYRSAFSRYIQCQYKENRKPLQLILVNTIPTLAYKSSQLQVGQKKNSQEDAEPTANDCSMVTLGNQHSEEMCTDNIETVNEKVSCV
# HIF-2a inh – HIF-2a inhibition; 786-0 RCC cells HIF-2a reporter, luciferase luminescence, overnight; inhibition, % at 18.8 µM; 360,000 compounds, 0.72% hits; AID 624352;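 active means inhibition of the luminescence signal of 40% or more relative to plate controls, in a single-dose primary screen at 18.75 µM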
# hiPSC survival – hiPSC single-cell survival enhancement. AID 602274. survival enhancement, % at 20 µM. ATPlite luminescence; 100% = ROCK inhibitor wells, 0% = DMSO. 360,000 compounds, 0.044% hits; in the data active means survival enhancement above about 18%;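 further: cells exposed to compounds for 16 hours before the ATP read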
# MITF TRPM1 inh – MITF TRPM1 promoter inhibition in SK-MEL-5 cells. AID 488899. 330,000 compounds, 0.83% hits. SK-MEL-5 TRPM1 promoter luciferase, 24 h. inhibition, % at 12.5 µM;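 active means mean inhibition across replicates of 60% or more, whatever share of single replicates reaches that level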; further: values of inactives mirror those of a sister screen read the other way
# CaV13 FRET inh – Disruptors of the CACNA1D IQ motif to Ca2+-dependent inactivation inhibitor domain association, primary screening, Förster resonance energy transfer in intact living …; HEK cells, CFP/YFP FRET ICDI-IQ, plate reader, 10 min; percent FRET-ratio fall versus neutral wells; inhibition, % at 12.3 µM; 340,000 compounds, 0.098% hits; AID 743397;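 active means mean replicate inhibition of at least 30% and at least 1% of replicates passing that level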;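 further: 0% = median of the neutral control wells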
# NR2E3 ag-2 – human photoreceptor-specific nuclear receptor agonism; Q9Y5X4; CHO-S Gal4-NCOR/VP16-NR2E3 two-hybrid, luciferase; inhibition of corepressor binding, % at 3.98 µM; 360,000 compounds, 0.35% hits; AID 602229;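 active means inhibition above the mean of all tested compounds plus 3 SD, cut at about 70% in these data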;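 further: 0% = DMSO with NR2E3 transfected cells and 100% = cells lacking NR2E3 construct; higher means lower luciferase signal from less NR2E3 corepressor binding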
# Shn3 inh set2 – Schnurri-3 reporter inhibition in Clone20 osteoblasts | Clone20 osteoblast Shn3 3'UTR firefly luciferase, 24 h | AID 588674 | inhibition, % at 12.5 µM | 360,000 compounds, 0.52% hits;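 active means mean inhibition of at least 75% with every replicate also reaching 75%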;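 further: 0% = median of neutral control wells and 100% = pilot-screen positive control compound; some compounds past the cut are filed as inactive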
# * hit, by the source's call; . = not tested or not shown.
SMILES	PDI turbidity	Cardio protect	Peg3 promoter	NR2E3 ag-1	m5-HT2A agonist	HIF-2a inh	hiPSC survival	MITF TRPM1 inh	CaV13 FRET inh	NR2E3 ag-2	Shn3 inh set2
CN(C(=O)c1ccc(NC(=O)Cc2ccc(NC(=O)C3CCCN(C(=O)C4CC4)C3)cc2)cc1)C1CC1 (configuration not stated)	-2	-1	-31	5	4	-15	-1.6	-2	-10	5	5
Clc1ccc(-c2nc3ncccn3c2Nc2ccc3c(c2)OCCO3)cc1	11	30	-33	-1	4	-46	-3.3	10	-4	-25	-15
COc1ccc(Cl)cc1NC(=O)CN(C)C(=O)c1cc(-c2cccs2)nn1-c1ccccc1	0	-7	35	-1	-5	16	0.0	9	-7	1	6
O=C(NCCN1CCCCC1)c1cc(Cl)ccc1Cl	5	6	16	3	-8	7	-0.2	5	-5	-15	-4
COc1ccc(C2c3cc(OC)c(OC)cc3CC3C(=O)OCC32)cc1OC (configuration not stated)	-34	5	-4	.	2	-3	0.2	1	-6	-33	-29
COc1ccc(Nc2ccccc2)c(C)c1	-4	-2	-1	-5	-5	9	-2.0	3	-8	-10	-13
O=C(O)c1ccc(-n2nncc2-c2ccco2)cc1	-3	-2	-8	1	3	12	0.9	0	-3	-25	-11
Cc1cc(C)c(C)c(OCCOCCNCc2ccccc2)c1	0	-4	3	-7	-3	14	-2.1	7	-3	-22	29
OCCN1CCN(c2ncnc3c2ncn3[C@H]2CN(Cc3ccncc3)C[C@@H](CO)O2)CC1	-20	10	-22	.	-3	5	6.4	.	-3	25	-22
CC1(C)C(=O)Nc2ccccc2N1C(=O)COc1ccc(S(=O)(=O)N2CCOCC2)cc1Cl	-1	-2	7	-1	2	17	0.9	-3	-2	-16	11
CC(C)(C)N(NC(=O)Nc1ccccc1)C(=O)c1ccccc1Cl	8	1	6	4	8	21	4.5	-3	.	-22	-10
CS(=O)(=O)N1CCN(c2ccccc2NC(=O)c2cccnc2Cl)CC1	10	5	8	-1	0	7	4.5	-14	-5	-13	8
CC1(C(=O)Nc2cccc(C(F)(F)F)c2)Cc2c(-c3cccc(C(N)=O)c3)ccnc2O1 (configuration not stated)	6	16	32	.	9	15	4.0	.	-4	5	33
COc1cccc(OC)c1C(=O)NC(=S)Nc1ccc(S(=O)(=O)Nc2nccs2)cc1	-4	-2	11	-2	5	11	2.4	-1	-5	15	0
COc1ccc(C(=O)N/C(=C\c2ccco2)C(=O)NCc2cccnc2)cc1	10	4	-4	2	2	4	0.4	0	.	11	18
N/C(=N\OC(=O)c1cccc(Br)c1)c1ccccn1	-3	-22	-54	1	2	24	-0.2	6	-5	-123	-24
CCCN=C1CC(C)(C)CC(=O)/C1=C(/O)CCCN1C(=O)c2ccccc2C1=O	2	0	6	-6	-5	9	-0.3	10	-2	-7	-7
O=C(CSc1nc2ccccc2c(=O)n1CC1CCCO1)Nc1ccccc1Cl (configuration not stated)	-3	5	7	0	9	2	1.8	6	-3	-22	8
O=C(CSCc1ccccc1Cl)NNC(=S)Nc1ccccc1	-1	0	-79	0	0	-179	6.6	3	-5	-37	-16
COc1cc(-c2cc(-c3nnco3)c3ccccc3n2)cc(OC)c1OC	12	48	23	0	-2	-18	0.3	-9	-6	-10	-8
COc1ccccc1NC(=O)C(C)OC(=O)C1COc2ccccc2O1 (configuration not stated)	-8	10	4	4	2	15	-0.5	17	-2	9	6
CC(C)(C)NC(=O)c1nn2c(C(F)(F)F)cc(-c3ccccc3)nc2c1Br	-13	-8	3	2	0	-2	-0.8	7	-5	20	8
CCOc1cccc(C(=O)N/N=C/c2ccoc2)c1	5	-8	-56	.	0	-110	-0.4	-14	-4	-37	-6
CCOc1cccc2sc(N(CCN(C)C)C(=O)CCS(=O)(=O)c3ccccc3)nc12	4	6	2	-3	1	18	-0.2	-8	.	-22	-2
O=C(CSC1=Nc2ccccc2C2CC=NN12)Nc1ccc2c(c1)OCO2 (configuration not stated)	-2	-8	-3	.	-3	-44	-0.6	2	-1	-49	4
Cc1ccccc1-c1cc2nc(NCc3ccc4occc4c3)n(C)c(=O)c2s1	-3	-3	7	.	-1	-51	-1.3	.	-7	-35	-22
CC(C)=CC(=O)OCC(=O)Nc1ncc(Cl)c(C)c1Cl	-1	-1	-23	2	4	-14	0.8	-3	-8	-43	-7
Cc1cc(C(=O)Cn2cnc3cc(F)ccc3c2=O)c(C)n1C1CC1	-7	-5	-247	.	6	-112	-1.3	-71	-6	-38	93*
CC(C)CC(NC(=O)C(NC(=O)C(Cc1ccc(OCc2ccccc2)cc1)NC(=O)OC(C)(C)C)C(C)C)C(N)=O (configuration not stated)	3	0	1	1	1	11	1.2	-8	-4	-16	1
CC(C)Nc1nc(NC(C)(C)C)nc(Oc2ccc(=O)n(C)n2)n1	-13	-7	-2	2	1	0	-0.4	8	-2	14	-2
COc1ccc(C(c2sc3nc(C)nn3c2O)N2CC(C)OC(C)C2)cc1OC (configuration not stated)	.	15	5	-2	3	14	1.3	.	-6	-31	-2
Cc1ccn(CC(=O)NC2CCCN(Cc3ccccc3F)C2)n1 (configuration not stated)	1	-2	13	.	-4	11	0.0	.	-6	-4	0

# Three compounds out of the list above, ordered by the value under Shn3 inh set2, ascending:
compound	PDI turbidity	Peg3 promoter	NR2E3 ag-1	m5-HT2A agonist	HIF-2a inh	MITF TRPM1 inh	CaV13 FRET inh	NR2E3 ag-2	Shn3 inh set2
Cc1ccccc1-c1cc2nc(NCc3ccc4occc4c3)n(C)c(=O)c2s1	-3	7	.	-1	-51	.	-7	-35	-22
CC(C)CC(NC(=O)C(NC(=O)C(Cc1ccc(OCc2ccccc2)cc1)NC(=O)OC(C)(C)C)C(C)C)C(N)=O (configuration not stated)	3	1	1	1	11	-8	-4	-16	1
Cc1cc(C(=O)Cn2cnc3cc(F)ccc3c2=O)c(C)n1C1CC1	-7	-247	.	6	-112	-71	-6	-38	93*

# Next structures
SMILES	PDI turbidity	Cardio protect	Peg3 promoter	NR2E3 ag-1	m5-HT2A agonist	HIF-2a inh	hiPSC survival	MITF TRPM1 inh	CaV13 FRET inh	NR2E3 ag-2	Shn3 inh set2
O=C(Nc1ccc2c(c1)C(=O)NC2=O)c1cc(Cl)ccc1Cl	10	0	5	2	0	10	-1.7	.	-5	3	-4
O=C(O)/C=C/C(=O)NCc1cn(-c2ccccc2)nc1-c1cccc(Br)c1	4	0	-27	2	1	-30	-2.2	-6	-3	12	-22
CCCOc1ccc(-c2nc[nH]c2[N+](=O)[O-])cc1	-2	0	1	0	-2	7	-0.5	-8	-4	-4	-22
Cc1csc(NC(=O)Cc2ccc(Br)cc2)n1	-5	0	-92	4	3	-88	-0.7	-18	-4	-41	-27
COc1cccc(NC(=O)C(=O)N/N=C/c2cc(C)n(-c3ccc(Cl)c(Cl)c3)c2C)c1	-6	6	-77	-1	14	-172	-1.1	-38	-7	-40	-20
COc1ccc(NC(=O)CN(C)C(=O)c2ccc(COc3ccccc3)cc2)cc1	-12	-3	-5	0	1	-23	-0.2	-5	-5	6	-3
CC1CCN(S(=O)(=O)c2ccc(NC(=S)NC(=O)c3ccc(Cl)cc3)cc2)CC1	9	-25	34	2	-4	18	-1.6	16	.	4	37
C#CCNc1c(C)c(C)nc2ncnn12	16	7	14	2	0	3	0.6	0	-10	-8	12
Cc1sc2ncnc(SCC(=O)N3CCCC(C(N)=O)C3)c2c1C (configuration not stated)	0	1	16	-2	7	12	0.5	-9	-5	7	9
CCC(=O)N1c2ccc(S(=O)(=O)N(CCO)Cc3ccccc3)cc2CC1C (configuration not stated)	-10	-3	17	3	0	12	0.1	-1	-4	-1	-4
O=C(CSc1nc2ccccc2c(=O)n1NC(=O)c1ccccc1)c1ccccc1	-8	-3	-375	2	0	-141	2.4	-62	-4	-174	-87
COc1cc(/C=N/NC(=O)c2[nH]nc3c2CCc2ccccc2-3)ccc1O	-9	54*	-1	2	-3	-2	0.4	13	-6	48	-19
Nn1c(COc2ccccc2)nc2ccccc2c1=O	-6	11	-96	-4	11	-132	-0.1	-10	-6	-25	-21
Cc1cc(Cl)ccc1OCC(=O)Nc1cccc(S(=O)(=O)NC2=NCCCCC2)c1	0	-14	-29	-1	-8	-28	-0.5	-2	-7	-12	11
CCN(CC(=O)NCc1ccc(F)cc1)Cc1cc(=O)n2ccsc2n1	10	22	-2	0	3	8	-0.4	-3	-3	-15	1
Cc1ccc(CNC(=O)c2ccc(OCC(C)C)cc2)n1C	-7	1	5	.	6	-22	0.3	10	-4	2	16
C#CCOCCOCCOCCNc1nc(N2CCN(C(=O)[C@H](C(C)C)n3cc(CCO)nn3)CC2)nc(N2CCN(C(=O)[C@H](Cc3ccc(O)cc3)n3cc(CCO)nn3)CC2)n1	4	-6	-3	.	0	5	-0.5	6	-5	-19	-27
O=C(O)C1C2CCC(C2)C1C(=O)Nc1ccccc1 (configuration not stated)	-2	2	3	1	3	13	-0.6	-5	-5	-25	-3
COc1ccc(NC(=S)Nc2cc(-c3ccccc3)[nH]n2)cc1Cl	2	3	-50	2	3	-139	-1.8	-5	-11	-8	-34
COc1cc(OC)cc(C(=O)NCC(=O)OCC(=O)NC(C)CCc2ccccc2)c1 (configuration not stated)	1	0	0	.	-7	2	-2.1	0	-2	12	-2
O=C(O)c1cc(NC(=O)C2CCCO2)cc(C(=O)O)c1 (configuration not stated)	-2	4	11	4	1	15	-0.7	-1	-22	6	-20
CCc1n[nH]c(=S)n1/N=C/C(C)=C\c1ccccc1	-5	-7	12	0	-3	-82	0.6	7	-3	-43	-18
Cc1ccc(S(=O)(=O)NCC(=O)N(CC(=O)NCc2ccco2)Cc2cccs2)cc1	-2	-2	-3	0	-7	17	0.2	2	-7	-25	-9
CCCS(=O)(=O)N1CCC(C(=O)NCc2ccc(F)cc2)CC1	1	-2	-4	0	6	11	5.1	3	-4	3	-19
Cn1c(=O)c2c(SCC(=O)Nc3ccccc3F)nc(-c3ccccc3F)nc2n(C)c1=O	-19	-3	2	0	-5	6	-0.4	39	.	-2	-8
Cc1occc1C(=O)NCc1ccc2c(c1)OCO2	7	5	12	1	-3	12	0.2	1	.	3	7
CN(C)S(=O)(=O)c1ccc(N2CCCC2)c(C(=O)NC2(C)CCS(=O)(=O)C2)c1 (configuration not stated)	2	-1	12	-2	-7	12	-0.2	6	-2	1	-3
CCNC(=O)CC1C(=O)N(c2ccc(C)cc2)C(=O)N1Cc1ccccn1 (configuration not stated)	11	3	4	6	8	-16	0.1	1	-4	-3	3
Cc1ccc(CCNC(=O)C2CCCN(C(=O)c3cc4sccc4n3C)C2)cc1 (configuration not stated)	6	2	23	-4	-5	16	0.5	0	-5	-1	-1
CCc1c(C)sc(NC(=S)N2CC(C)OC(C)C2)c1C(=O)OC (configuration not stated)	-2	0	5	1	-1	-1	-0.8	2	-5	-4	12
